From PubChem BioAssay
APP transl inh: APP translation inhibition; actives 0.82% (n = 190,000); SH-SY5Y APP 5'UTR-luciferase reporter, luminescence; inhibition, % at 2 µM;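 active means inhibition above a set limit, derived from the sample mean plus 3 SD, cut at about 45% in these data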; further: values of inactives mirror those of a sister screen read the other way
STAT1 blocker: reduces IFN-gamma driven STAT1 reporter signal; actives 0.35% (n = 200,000); NIH 3T3 STAT1-luciferase reporter, luminescence; inhibition, % at 5.5 µM; AID 920;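 active means inhibition above a set limit, the mean inhibition across all tested compounds plus 3 SD, cut at about 34% in these data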;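 further: 0% = IFN-gamma with DMSO and 100% = IFN-gamma with 300 µM nifuroxazide; values of inactives mirror those of a sister screen read the other way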
STAT3 inh: STAT3 signaling inhibition; U3A cells, IL-6 STAT3-luciferase reporter, luminescence; host cell line lacks STAT1; inhibition, % at 5.5 µM; actives 0.89% (n = 190,000); AID 862;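 active means inhibition above the mean inhibition across all screened compounds plus 3 SD, cut at about 44% in these data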;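 further: 0% = DMSO only wells and 100% = 100 µM nifuroxazide control wells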
FLuc inhib CS: inhibits firefly luciferase, flagging false hits in luciferase inhibition screens | ATPLite firefly luciferase biochemical luminescence, 10 min | AID 1006 | P08659 | actives 1.5% (n = 200,000) | inhibition, % at 10 µM;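 active means inhibition above about 50% when tested at 10 µM, limit read from the data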
Target sequence (P08659 whole entry, looked up): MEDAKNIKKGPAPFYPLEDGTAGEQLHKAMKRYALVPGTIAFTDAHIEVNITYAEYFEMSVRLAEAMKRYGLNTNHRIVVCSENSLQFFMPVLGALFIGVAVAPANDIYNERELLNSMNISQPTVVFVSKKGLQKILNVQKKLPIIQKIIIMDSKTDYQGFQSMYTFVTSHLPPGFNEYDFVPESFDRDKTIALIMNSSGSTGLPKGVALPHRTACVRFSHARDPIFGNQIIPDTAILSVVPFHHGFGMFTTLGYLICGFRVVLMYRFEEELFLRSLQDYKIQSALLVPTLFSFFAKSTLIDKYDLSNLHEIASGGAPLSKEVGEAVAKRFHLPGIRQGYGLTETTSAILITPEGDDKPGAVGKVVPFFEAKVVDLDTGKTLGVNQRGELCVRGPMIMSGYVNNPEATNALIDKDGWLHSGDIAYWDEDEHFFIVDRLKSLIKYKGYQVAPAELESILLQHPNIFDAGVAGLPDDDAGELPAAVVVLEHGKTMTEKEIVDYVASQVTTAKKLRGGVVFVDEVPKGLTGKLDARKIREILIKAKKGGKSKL
Hsp70 activator: switches on Hsp70 transcription; HeLa Hsp70 promoter luciferase reporter, luminescence; scaled: vehicle 0, proteasome-inhibitor control 100%; activation, % at 10 µM; actives 0.04% (n = 200,000);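 active means activation above the mean across all tested compounds plus 3 SD, cutoff set per campaign, cut at about 5.5% in these data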;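 further: 100% = MG132 at 30 µM as the positive control and 0% = DMSO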
STAT1 act: STAT1 signaling activation | NIH 3T3 STAT1-luciferase reporter, IFN-gamma, luminescence; 100% = IFN-gamma alone, no compound | activation (% of control), % at 5.5 µM | actives 2.6% (n = 200,000);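 active means activation above the screen-wide mean activation plus 3 SD, cut at about 130% in these data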;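 further: raw ratio to IFN-gamma control signal so 100% means no change and 0% no light; values of inactives mirror those of a sister screen read the other way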
STAT3 act: STAT3 signaling activation; U3A cells, IL-6 STAT3-luciferase reporter, luminescence; 100% = signal with IL-6 EC80 alone; activation (% of control), % at 5.6 µM; actives 0.91% (n = 190,000);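 active means activation above the screen-wide mean of compound activation plus 3 SD, cut at about 130% in these data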;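 further: 0% = background luminescence of wells with medium and substrate only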
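System – human U3A cells carrying STAT3-luciferase construct · Probe or stimulus – Interleukin-6, 33 ng/mL · Schedule – compound 1 h, then IL-6 6 h at 37 °C · Signal – luminescence from STAT3-driven luciferase reporter · Evaluation – percent of IL-6-only median luminescence · Benchmarks – IL-6-only high control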
APP 5'UTR act: APP 5'UTR luciferase reporter activation | activation, % at 2 µM | SH-SY5Y APP 5'UTR luciferase reporter, luminescence; zero percent = DMSO vehicle wells | actives 1% (n = 190,000) | AID 1276;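 active means activation above a set limit, based on mean plus 3 SD of controls, cut at about 140% in these data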; further: values of inactives mirror those of a sister screen read the other way
RAM network inh: inhibitors of the yeast RAM network; S. cerevisiae dse1pr::URA3 reporter, 5-FOA growth OD615, 2 d; analog-sensitive cbk1-as2 kinase mutant strain; inhibition, % at 50 µM; actives 1.8% (n = 190,000); AID 868;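 active means inhibition above a set limit, 3 SD over mean compound inhibition, cut at about 8.4% in these data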;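 further: 0% = DMSO-only wells with no growth and 100% = 10 µM 1-NA-PP1 full growth; inhibition rescues growth on 5-FOA so higher OD means more RAM inhibition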
NF-kB neuron act: NF-kB expression increase, human neuronal cells; NF-kB reporter expression; active compounds read high; actives 1.6% (n = 190,000); fold change at 12.5 µM; in the data active means fold change above about 3.3
Active calls of the source: *; · = not tested or not shown. No enrichment for hits; any-hit rate near 7.7%.

Second line of a record – APP 5'UTR act	FLuc inhib CS	Hsp70 activator	NF-kB neuron act	STAT1 act	APP transl inh	STAT1 blocker	STAT3 act	RAM network inh	STAT3 inh
Fc1ccccc1Cc1noc(CN2CCCC(CN3CCOCC3)C2)n1 (stereo not drawn)
  -18	-6	-0.1	1.2	96	18	2	96	1.0	10
COC(=O)c1ccc(NC(=O)COC(=O)c2nc3nccc(C)n3n2)cc1
  -3	0	-0.1	1.2	103	3	-4	104	0.9	1
O=C(Nc1cccc(F)c1)c1cc(S(=O)(=O)N2CCOCC2)cs1
  18	-3	-0.1	0.83	102	-18	-4	99	3.6	4
CCn1cc(C(=O)NCC2CCCO2)c(=O)c2cc(F)c(N3CCN(C)CC3)cc21 (stereo not drawn)
  -3	-8	-0.1	0.8	99	3	1	102	2.0	0
COc1ccc(Nc2nc3ccccc3n3cnnc23)cc1
  -10	0	-0.1	0.63	104	10	-5	86	0.3	19
Cc1ccc(NC(=O)N2CCCC2C(=O)Nc2ccc(-n3cnnn3)c(C)c2)cc1 (stereo not drawn)
  13	-1	-0.3	1.3	104	-13	-4	96	0.3	7
COc1ccc(F)cc1C(=O)C1CCCN(Cc2cnc(N3CCCC3)s2)C1 (stereo not drawn)
  -2	-2	-0.2	0.79	90	2	10	99	0.5	5
N#C/C(=C/c1ccc(N2CCOCC2)o1)c1ccc(Br)cc1
  -10	2	0.3	2	115	10	-16	113	4.0	-10
CCc1cc(-c2n[nH]c(=S)n2C(C)c2ccccc2)cs1 (stereo not drawn)
  -4	-3	-0.5	0.96	98	4	2	95	-0.7	6
S=c1[nH]c2ccccc2o1
  -1	-1	0.0	1.3	94	2	6	133*	1.6	-38
CCOC(=O)c1c(CN2CCCCC2)n(C)c2cc(Br)c(O)c(CN(C)C)c12
  4	0	-0.1	1.8	89	-4	12	91	1.9	19
CCOC(=O)C1CCN(C(=O)NC23CC4CC(CC(C4)C2)C3)CC1
  -11	-1	-0.3	1.2	95	11	6	103	2.2	2
CCOC(=O)CN(C(=O)Cn1nnc(-c2ccc(C)cc2)n1)C(CC)C(=O)NC1CCCC1 (stereo not drawn)
  -4	-8	-0.3	0.87	93	4	8	102	0.2	2
Cn1c(Cl)c(/C=N/OC(=O)c2ccccc2Cl)c2ccccc21
  -4	29	-0.4	1.3	106	4	-7	89	3.9	18
COc1ccc(OC)c(NC(=O)C2CCCN(S(=O)(=O)c3cccc4cccnc34)C2)c1 (stereo not drawn)
  9	-3	-0.1	0.6	98	-9	2	104	-0.2	4
COCCCNc1cc(C)nc2ccccc12
  6	-9	-0.4	0.92	105	-6	-5	122	1.4	-24
COc1ccc(C)cc1NC(=O)Nc1cccc(C)c1
  0	5	-0.3	1.2	106	0	-7	93	6.6	19
Cc1cc(Cl)c(S(=O)(=O)Nc2ccc3c(c2)OCCO3)cc1OCC(N)=O
  44	-2	-0.3	0.35	84	-44	17	80	0.7	29
O=C(Oc1coc(CSc2ncccn2)cc1=O)c1cccs1
  -7	9	-0.2	0.89	96	7	4	103	2.6	4
Cc1cccc(-n2c(-c3ccncc3)n[nH]c2=S)c1C
  -12	-5	0.3	1.5	95	12	4	103	1.6	3
CCCN1C(=O)/C(=C/c2ccc(C)o2)NC1=S
  1	0	-0.2	1.2	89	-1	12	99	0.5	3
Cc1ccc2[nH]c(=O)c(C(c3nnnn3CCc3ccccc3)N3CCOCC3)cc2c1 (stereo not drawn)
  10	-4	-0.4	0.99	92	-10	8	104	0.7	-1
O=C(COc1ccc(Cl)cc1)N1CCCCC1
  12	7	0.3	1.3	108	-12	-9	99	-0.5	1
CCNC(=O)COc1ccc(OCc2ccccc2)cc1
  20	5	-0.2	1.5	105	-20	-5	100	2.3	10
COc1ccccc1C(=O)n1nc(-c2ccco2)nc1N
  -4	0	0.4	1.3	99	4	1	105	0.8	-2
OCC1(Cc2ccccc2C(F)(F)F)CCN(Cc2ccccc2)CC1
  23	-4	-0.2	0.98	92	-23	7	110	1.0	-9
Cc1cccc(CSc2ncnc3c2cnn3Cc2ccccc2)c1
  -12	-6	-0.1	1	103	12	-3	89	0.3	19
C=CCN(CC=C)C(=S)NC(=O)c1ccc(OC)cc1
  -10	-5	0.2	1.1	94	10	4	99	-0.8	4
NS(=O)(=O)c1ccc(NC(=S)NCc2cccs2)cc1
  -8	-8	-0.1	0.96	105	8	-6	101	-0.4	4
CCC1(C)Nc2ccccc2C(=O)N1O (stereo not drawn)
  4	-8	-0.1	1.3	104	-4	-4	106	-1.1	-3
O=C(Cn1cc(/C=N/NC(=O)c2ccccc2Br)c2ccccc21)Nc1ccc(F)cc1
  6	-8	-0.2	1.1	106	-6	-7	101	2.7	0
CN1CCC(=NNC(=O)C(=O)Nc2ccccc2)CC1
  12	-1	-0.1	1.4	104	-12	-4	99	0.7	9
CC(C)=CCc1c(O)c(CC=C(C)C)c2c(c1O)C(=O)CC(c1ccc(O)cc1)O2 (stereo not drawn)
  -2	-11	0.3	0.72	103	2	-4	·	13*	·
O=C(Nc1ccccc1)c1ccc(Cn2cc(C(F)(F)F)ccc2=O)cc1
  -6	-6	-0.3	1.1	107	6	-8	102	1.3	4
CCCn1c(N)c(N2CCCCC2)c(=O)n(CC(=O)Nc2ccccc2)c1=O
  -1	-6	0.0	0.96	108	1	-8	108	3.8	-5
CC(C)(C)C(=O)O/N=C1/C(=O)N(c2ccccc2)c2ccccc21
  14	-8	-0.2	1.1	106	-14	-7	105	3.3	2
COc1ccc(CN2C(=O)CS(=O)CC2=O)cc1OC
  0	0	0.0	1.4	92	0	2	97	-0.3	12
CCOc1cc(N2C(=O)CC3CS(=O)(=O)CC32)c(OCC)cc1NC(=O)c1ccccc1 (stereo not drawn)
  -2	-4	-0.3	1	105	2	-7	99	0.7	6
COc1ccc(CN2CCNC(=O)C2CC(=O)NCCC2=CCCCC2)cc1OC (stereo not drawn)
  13	-5	-0.2	1.4	90	-13	9	99	-0.8	4
CCOc1cc(/C=N/NC(=O)C(N)=O)cc(Br)c1O
  -5	-4	0.2	1	91	5	7	98	1.2	8

Exported with tabs: entries from further up.
molecule	APP 5'UTR act	FLuc inhib CS	Hsp70 activator	NF-kB neuron act	STAT1 act	APP transl inh	STAT1 blocker	STAT3 act	RAM network inh	STAT3 inh
OCC1(Cc2ccccc2C(F)(F)F)CCN(Cc2ccccc2)CC1	23	-4	-0.2	0.98	92	-23	7	110	1.0	-9
Cc1cccc(CSc2ncnc3c2cnn3Cc2ccccc2)c1	-12	-6	-0.1	1	103	12	-3	89	0.3	19

Complete entries, looked up by structure. Order of screens: APP 5'UTR act | FLuc inhib CS | Hsp70 activator | NF-kB neuron act | STAT1 act | APP transl inh | STAT1 blocker | STAT3 act | RAM network inh | STAT3 inh
OCC1(Cc2ccccc2C(F)(F)F)CCN(Cc2ccccc2)CC1 as listed: 23 | -4 | -0.2 | 0.98 | 92 | -23 | 7 | 110 | 1.0 | -9
CCOc1cc(/C=N/NC(=O)C(N)=O)cc(Br)c1O as listed: -5 | -4 | 0.2 | 1 | 91 | 5 | 7 | 98 | 1.2 | 8

The list goes on.
Second line of a record – APP 5'UTR act	FLuc inhib CS	Hsp70 activator	NF-kB neuron act	STAT1 act	APP transl inh	STAT1 blocker	STAT3 act	RAM network inh	STAT3 inh
CS(=O)(=O)N1CCN(c2ccc(NC(=O)c3ccc(-c4ccc(Cl)cc4)o3)cc2)CC1
  12	-5	-0.3	1.2	100	-12	0	88	5.5	21
Cc1ccc(OCCC(=O)OCC(=O)C(C)(C)C)cc1
  -4	-1	0.0	1.1	95	4	5	103	0.1	1
Cc1ccc(C)c(NC(=O)CCN2CCOCC2)c1
  21	-8	-0.3	0.99	94	-21	5	104	1.2	0
Cc1ccc(C(=O)Nc2nnc(C)s2)cc1
  86	58*	-0.1	2.8	116	-86	-19	74	1.2	33
CCOc1ccc(N=CC2=C(O)CC(C)(C)CC2=O)cc1
  5	1	0.0	0.64	114	-5	-15	105	-0.5	-4
O=C(NC1=NCCS1)C1CC(=O)N(c2ccc(F)cc2)C1 (stereo not drawn)
  9	-10	-0.4	1.1	101	-9	-1	95	0.8	6
COc1ccc(OC)c(C(=O)c2ccc(C(=O)Nc3ccc4ccccc4c3)cc2)c1
  2	-4	-0.2	1.1	102	-2	-2	102	4.3	-1
CCCn1nnc(NC(=O)COc2ccc(Cl)cc2)n1
  -12	-4	-0.2	1	111	12	-8	101	2.1	-1
Cc1ccc(S(=O)(=O)N2CCCC2C(=O)O)cc1 (stereo not drawn)
  -9	-1	-0.3	1	106	9	-7	104	0.8	3
CCOC(=O)C1=C(O)/C(=C/c2cc(OC)c(OC)c(OC)c2)SC1=Nc1ccc(OC)cc1
  -4	-6	-0.6	0.53	102	4	-2	105	2.4	2
Clc1ccc(-c2nnc(N3CCCC3)nn2)cc1
  44	23	0.2	4.6*	137*	-44	-41	110	2.1	-4
CCOC(=O)C1(C)/C(=N/Nc2ccccc2OC)C(=O)C(=O)N1c1ccccc1 (stereo not drawn)
  0	0	-0.3	1	94	0	5	92	2.1	14
O=C1CN(C(=O)C2CC2)c2ccccc2N1
  10	-4	-0.3	1	101	-10	-1	102	1.5	0
O=C(N1CCN(c2ccccc2)CC1)C(F)(F)C(F)F
  1	-8	0.0	0.93	95	-1	5	96	0.4	12
CCOC(=O)c1c(NC(=O)CN(C)C2CCN(C)CC2)sc(C(=O)Nc2ccccc2)c1C
  33	-2	-0.4	1.1	92	-33	10	94	1.2	8
Cn1nc([N+](=O)[O-])nc1Sc1nnnn1-c1ccc(C(=O)O)cc1
  9	-3	-0.4	0.96	96	-9	3	101	0.4	4

Molecules listed so far that have a thiophene ring, fused or not (5):
Second line of a record – APP 5'UTR act	FLuc inhib CS	Hsp70 activator	NF-kB neuron act	STAT1 act	APP transl inh	STAT1 blocker	STAT3 act	RAM network inh	STAT3 inh
O=C(Nc1cccc(F)c1)c1cc(S(=O)(=O)N2CCOCC2)cs1
  18	-3	-0.1	0.83	102	-18	-4	99	3.6	4
CCc1cc(-c2n[nH]c(=S)n2C(C)c2ccccc2)cs1 (stereo not drawn)
  -4	-3	-0.5	0.96	98	4	2	95	-0.7	6
O=C(Oc1coc(CSc2ncccn2)cc1=O)c1cccs1
  -7	9	-0.2	0.89	96	7	4	103	2.6	4
NS(=O)(=O)c1ccc(NC(=S)NCc2cccs2)cc1
  -8	-8	-0.1	0.96	105	8	-6	101	-0.4	4
CCOC(=O)c1c(NC(=O)CN(C)C2CCN(C)CC2)sc(C(=O)Nc2ccccc2)c1C
  33	-2	-0.4	1.1	92	-33	10	94	1.2	8
